Bioassay records from PubChem BioAssay.
FUS yeast rescue – qHTS for Suppressors of FUS Proteinopathy: Primary screen using FUS-linked yeast assay | S. cerevisiae FUS-expressing, growth rescue, OD600, 24 h | Potency, µM (titrated, usually from 76.6 µM), for inactives: at the highest dose growth rescue (activation), usual class: activators | 390,000 compounds, 0.24% hits | AID 1347120, 2019;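 note: potency is the fitted concentration of half-maximal effect; plate controls were DMSO vehicle for no effect and reference control for full effect; nearly all actives have a fitted effect of over 55% in size; some results filed as inactive show a strong effect at the top dose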
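Yeast FUS proteinopathy model; galactose-induced FUS (2%), starting OD 0.005. Cpds in dilution series, 24hr, 30C, 99% humidity. Abs 600 nm growth. Pos ctrl CP55940 (top 92uM final); neg ctrl DMSO.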
PI5P4K alpha inh – qHTS for Inhibitors of phosphatidylinositol 5-phosphate 4-kinase (PI5P4K); Phosphatidylinositol 5-phosphate 4-kinase type-2 alpha (Homo sapiens), P48426; PI5P4Kalpha enzyme, ADP-Glo luminescence, 60 min; stronger effect = lower value; max response, %; 330,000 compounds, 1.2% hits; AID 652105, 2013; active = max response of -50% or lower; inconclusive = between -30% and -50%; inactive = -30% or higher; note: value at the top dose of about 77 µM; % is set by controls: 0 for no effect and ±100 for the full control effect
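ADP-Glo luminescence end-point after a 60 min room-temperature kinase reaction. PI5P4Kalpha and substrate in HEPES pH 7.4 buffer with EGTA, 0.1% CHAPS and 5% DMSO; ATP at 5 microM final.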
aSyn yeast inh – qHTS of alpha-syn Inhibitors | Yeast expressing alpha-synuclein, growth rescue, BacTiter-Glo, 24 h | AID 652106, 2013 | 370,000 compounds, 0.14% hits | Potency, µM (highest dose often 46.1 µM), for inactives: at the top dose growth rescue (activation), usual class: activators; note: potency is the fitted concentration of half-maximal effect; % of control where 0% means no effect; nearly all actives have a fitted effect of over 65% in size
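Galactose-induced alpha-syn yeast (OD600=0.02, raffinose-pregrown) + pinned cpd, 24 hr, 30 deg C; growth by BacTiter-Glo luminescence. Growth restoration scores as activation.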
EPAC1 agonist – qHTS for Agonist of cAMP-regulated guanine nucleotide exchange factor 3 (EPAC1): primary screen; 360,000 compounds, 0.073% hits; Rap guanine nucleotide exchange factor 3 (Homo sapiens), O95398; Potency, µM (highest dose often 154 µM), without a hit: top-dose activation, hits mostly activators; EPAC1 agonist qHTS, biochemical assay; response scale: 100% = response to 6.5 mM cAMP; note: potency is the fitted concentration of half-maximal effect; nearly all actives have a fitted effect of over 60% in size
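Compounds were pinned as a concentration titration into mixtures of EPAC1 (100 nM), BODIPY-GDP-loaded Rap1B (250 nM) and GDP (50 uM). After 5 min at room temperature, fluorescence was followed for 30 min; activity was scaled to 6.5 mM cAMP.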
IL2 activator – qHTS of IL-2 Activators | IL-2 activation reporter assay, cell-based qHTS; stimulated with anti-CD3/CD4/CD28 beads; in transgenic mouse T cells | activation, % (series mostly up to about 46 µM) | 360,000 compounds, 0.065% hits | AID 652025, 2013; in the data active = activation above about 50%; inconclusive = mostly about 30% to 49%; note: 0% is about no effect
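Readout is EGFP and DsRed signal by fluorescent plate cytometry after 18 h at 37 degrees C. Transgenic mouse T cells (750/well) received compound for 60 min before bead stimulation (anti-CD3, anti-CD4, anti-CD28); memory T cells served as non-tolerant control.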
WRN inhibitor – qHTS for Inhibitors of WRN Helicase. 360,000 compounds, 0.46% hits. Potency, µM (doses to about 114 µM), for the others: top-dose activity change, negative = inhibition, most hits filed as inhibitors. WRN helicase unwinding, fluorescent forked duplex, kinetic; note: potency is the fitted concentration of half-maximal effect; % is set by controls: 0 for no effect and ±100 for the full control effect; nearly all actives have a fitted effect of over 55% in size
Target sequence (Q14191 whole entry, looked up): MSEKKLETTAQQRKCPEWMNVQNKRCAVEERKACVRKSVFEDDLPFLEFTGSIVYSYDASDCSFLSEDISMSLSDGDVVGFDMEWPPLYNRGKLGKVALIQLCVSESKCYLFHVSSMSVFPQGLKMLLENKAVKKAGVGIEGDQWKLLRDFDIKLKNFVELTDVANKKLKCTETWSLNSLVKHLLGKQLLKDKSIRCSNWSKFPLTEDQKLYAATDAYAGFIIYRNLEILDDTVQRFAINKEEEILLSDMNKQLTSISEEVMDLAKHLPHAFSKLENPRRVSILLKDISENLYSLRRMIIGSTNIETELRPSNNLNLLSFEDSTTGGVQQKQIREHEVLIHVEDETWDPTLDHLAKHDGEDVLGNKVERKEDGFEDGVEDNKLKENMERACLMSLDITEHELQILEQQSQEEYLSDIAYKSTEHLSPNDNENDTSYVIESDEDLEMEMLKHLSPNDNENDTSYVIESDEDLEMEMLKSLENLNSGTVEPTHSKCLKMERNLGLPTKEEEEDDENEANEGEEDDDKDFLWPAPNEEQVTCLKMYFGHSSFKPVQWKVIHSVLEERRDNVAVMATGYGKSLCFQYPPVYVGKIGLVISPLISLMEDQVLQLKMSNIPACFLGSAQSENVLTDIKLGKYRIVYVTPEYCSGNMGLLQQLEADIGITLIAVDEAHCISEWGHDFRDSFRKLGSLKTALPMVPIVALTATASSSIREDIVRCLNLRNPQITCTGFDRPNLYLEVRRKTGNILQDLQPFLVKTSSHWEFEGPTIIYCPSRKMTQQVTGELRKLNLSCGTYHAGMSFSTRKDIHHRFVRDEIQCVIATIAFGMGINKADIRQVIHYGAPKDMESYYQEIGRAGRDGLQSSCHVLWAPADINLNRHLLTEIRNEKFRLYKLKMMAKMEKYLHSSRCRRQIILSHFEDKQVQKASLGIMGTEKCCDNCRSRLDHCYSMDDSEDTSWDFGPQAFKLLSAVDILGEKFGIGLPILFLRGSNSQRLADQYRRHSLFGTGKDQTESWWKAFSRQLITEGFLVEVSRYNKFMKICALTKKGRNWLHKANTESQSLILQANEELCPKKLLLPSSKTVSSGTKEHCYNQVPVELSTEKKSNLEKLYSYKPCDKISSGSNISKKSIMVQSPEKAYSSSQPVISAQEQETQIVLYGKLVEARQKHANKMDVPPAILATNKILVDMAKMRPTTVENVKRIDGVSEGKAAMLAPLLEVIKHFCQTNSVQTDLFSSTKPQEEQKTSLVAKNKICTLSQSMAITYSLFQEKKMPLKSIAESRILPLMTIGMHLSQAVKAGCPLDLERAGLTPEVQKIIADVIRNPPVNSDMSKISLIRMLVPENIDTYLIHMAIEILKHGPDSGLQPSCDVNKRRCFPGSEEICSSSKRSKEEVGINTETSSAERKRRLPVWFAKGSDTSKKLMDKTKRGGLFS
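Kinetic red-fluorescence monitoring (525/598 nm) tracks WRN helicase activity after 100 nM fluorophore-quencher forked duplex and 2 mM ATP are added to 20 nM enzyme pretreated 15 min at room temperature with compound.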
Abeta yeast res – qHTS for compounds that reverse cellular toxicity of Amyloid beta (A-beta) peptide in yeast: Primary Screen. yeast expressing A-beta42, growth rescue, OD600, 48 h; response scale: 0% DMSO, 100% iron-clioquinol control. AID 1347071, 2019. Potency, µM (doses to about 46.1 µM), inactives show at the top dose growth rescue, most hits filed as activators. 410,000 compounds, 0.063% hits; note: potency is the fitted concentration of half-maximal effect; nearly all actives have a fitted effect of over 55% in size
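Growth rescue measured by 600 nm absorbance after 48 h yeast culture at 30 C with compound. Values normalized between DMSO and an equimolar ferric chloride plus clioquinol control.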
PLK1 PBD block – qHTS for Inhibitors of PLK1-PDB (polo-like kinase 1 - polo-box domain): Primary Screen; Serine/threonine-protein kinase PLK1 (Homo sapiens), P53350; Plk1 PBD binding of FITC phosphopeptide, fluorescence polarization; Potency, µM, for the others: max response, negative = inhibition, usual class: inhibitors; 360,000 compounds, 2.8% hits; AID 720504, 2013; note: potency is the fitted concentration of half-maximal effect; series mostly up to about 57 µM; % is set by controls: 0 for no effect and ±100 for the full control effect; nearly all actives have a fitted effect of over 65% in size
EPAC1 antagonist – qHTS for Antagonist of cAMP-regulated guanine nucleotide exchange factor 3 (EPAC1): primary screen; Rap guanine nucleotide exchange factor 3 (Homo sapiens), O95398; EPAC1 GEF assay, Rap1b-BODIPY-GDP exchange fluorescence; Potency, µM (highest dose often 115 µM), for the others: top-dose activity change, negative = inhibition, hits mostly inhibitors; 360,000 compounds, 0.14% hits; AID 720709, 2013;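 note: potency is the fitted concentration of half-maximal effect; plate controls were vehicle for no effect and positive control for full effect; nearly all actives have a fitted effect of over 50% in size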
* = called active by the depositor; u = inconclusive; x = no result given; & = joins results of further samples; [ ] = remark or other dose. Unless noted, calls come from the whole dose curve; as a rule, active = well fitted curve in the direction sought with a large enough effect; inconclusive = small, poorly fitted or top-dose-only effect, or another doubt; inactive = no such curve, though single readings can be large; an effect the other way counts as inactive or inconclusive.

SMILES	FUS yeast rescue	PI5P4K alpha inh	aSyn yeast inh	EPAC1 agonist	IL2 activator	WRN inhibitor	Abeta yeast res	PLK1 PBD block	EPAC1 antagonist
O=C(CSc1ncc(C(F)(F)F)cc1Cl)N1CCN(S(=O)(=O)c2ccc3ccccc3c2)CC1	u	x	15%	9%	2.1	-7%	22%	24µM*	-2%
O=C(Nc1ccc(Cl)c(Cl)c1)C1CC(=O)N(c2ccc(Br)cc2)C1 (stereo unspecified)	-23%	x	-2%	22%	-0.9	-20%[57.1 µM]	-12%	-7%	-8%
COc1cccc(-c2nc(-c3ccc(NC(=O)c4cccnc4)cc3)no2)c1	-5%	1	10%	11%	0.7	-11%	6%	-9%	1%
Nc1nnc(SCC(=O)NC2CCCCCCC2)s1	33%	1	-4%	1%	0.8	2%	-11%	-7%	-19%
CC(Sc1nnc(C2CC2)n1C1CC1)C(=O)Nc1cccc(S(=O)(=O)N(C)C)c1 (stereo unspecified)	36%	6	1%	-6%	1.4	-2%	26%	1%	-8%
COc1ccc(NS(=O)(=O)c2cccc(C(=O)NCC3(N4CCOCC4)CCCCC3)c2)cc1	8%	-4	3%	6%	-0.1	0%	2%	4%	-9%
CCCc1cc(=O)[nH]c(N2CCN(Cc3ccc4c(c3)OCO4)CC2)n1	12%	2	-6%	-7%	-3.8	1%	0%	4%	14%
Cc1ccc(Cn2c(=O)oc3ccccc32)cc1	-35%	2	0%	1%	-2.8	3%	3%	-13%	4%
CN(c1ccc(O)cc1)S(=O)(=O)c1ccc2ccccc2c1	7%	-7	9%	10%	-4.6	1%	-19%	-12%	u
COc1ccc(-c2n[nH]c(C(F)(F)F)c2-c2cc3ccccc3o2)c(O)c1	32%	x	-95%[inhibitor]	21%	-2.4	-25%	-93%[inhibitor]	-1%	-25%
O=C1C(=O)N(CCO)C(c2ccc(Br)cc2)/C1=C(\O)c1ccccc1 (stereo unspecified)	14%	-2	-8%	4%	1.1	-4%	-19%	-21%	-4%
NNc1nc2c(F)cccc2s1	x	-10	-3%	5%	-0.5	-2%	-20%	-7%	-23%
Cc1ccc(NC(=O)NC(=O)CSc2nnc(-c3ccc(Cl)cc3Cl)n2N)c(C)c1	x	3	-2%	-7%	0.7	0%	-3%	-6%	-8%
COc1ccc(OC)c(-n2c(SC)nnc2-c2c[nH]c3ccccc23)c1	-16%	4	1%	-6%	-0.9	-2%	4%	3%	u
O=C(Nc1cccc(CNCCc2c[nH]c3ccccc23)c1)c1ccccc1Cl	-13%	10	1%	-8%	1.9	-1%	-14%	-8%	-3%
COc1ccc(-c2nc(CS(=O)(=O)CC(=O)NC3CCCCCC3)c(C)o2)cc1	4%	3	0%	-7%	-3.1	20%	7%	-2%	9%
Cc1cc(C)c(C(CC(=O)c2cccs2)C(C#N)C#N)c(C)c1 (stereo unspecified)	16%	9	1%	-2%	-3.2	3%	23%	-22%	u
O=C(CSc1nnc(SCc2ccc(Cl)cc2)s1)N/N=C/c1c(Cl)cccc1Cl	x	12	-1%	4%	-0.5	-23%	-3%	7%	2%
CCOC(=O)N1CCN(S(=O)(=O)c2cccc3cccnc23)CC1	10%	7	-1%	-7%	0.1	0%	9%	2%	-8%
N#C/C(=C\c1ccc(Cl)cc1Cl)c1n[nH]c(Cn2cncn2)n1	2%	-7	-4%	-5%	1.2	-2%	-7%	-8%	0%
CCOC(=O)C1(C)C=C(Nc2cccc(OC)c2)C(=O)N1c1ccccc1 (stereo unspecified)	-11%	-6	-2%	7%	-2.1	8%	-2%	-4%	7%
CC(Sc1nccn1C)C(=O)Nc1ccccc1 (stereo unspecified)	-12%	1	0%	11%	-4.3	3%	-5%	-7%	18%
O=C(NCCOc1ccccc1)C1=CC=CN2CCS(=O)(=O)N=C12	16%	0	-5%	2%	-0.6	-13%	12%	-5%	-11%
COc1ccc(OC)c2nc(-c3cccnc3)ccc12	12%	-3	-1%	-1%	-5.4	3%	-8%	1%	-22%
COc1ccc(CNS(=O)(=O)c2ccc3c(c2)CCN3C(=O)C2CC2)cc1	36%	x	7%	-1%	-1.6	-15%	-21%	-3%	9%
CC(C)CCn1nnnc1C(c1ccc(F)cc1)N1CCC(C(N)=O)CC1 (stereo unspecified)	-4%	-1	2%	-1%	-1.6	-2%	19%	-4%	-17%
O=C(CCN1C(=O)c2ccccc2C1=O)Nc1ccccc1C(=O)N1CCOCC1	15%	0	1%	9%	0.1	-3%	-3%	u	-8%
CCOC(=O)N1CCN(S(=O)(=O)c2ccc(F)c(C(=O)Nc3cccc(C)c3C)c2)CC1	29%	x	0%	1%	-1.2	2%	3%	0%	6%
CCOc1cc(C(=O)OCC(=O)Nc2ccc(SC(F)F)cc2)cc(OCC)c1OCC	x	1	-2%	-10%	-4.4	-28%	1%	-6%	-19%
O=C(COc1ccc(Cl)cc1Br)NCC(c1ccco1)N1CCCC1 (stereo unspecified)	x	3	-1%	-2%	1.7	4%	-9%	-8%	1%
Cc1ccc(N2C(=O)CC(Sc3ccccc3C(=O)O)C2=O)cc1 (stereo unspecified)	x	-1	14%	-2%	0.0	-7%	-52%[inhibitor]	-3%	-4%
Cn1nnnc1Sc1ncnc2scc(-c3ccc(F)cc3)c12	u	u	u	9%	-0.9	-14%	-25%	u	-19%
CN1CCOc2ccc(S(=O)(=O)NCCc3ccc(Cl)cc3)cc21	37%	3	15%	14%	2.1	-4%	-10%	-11%	-6%
O=S1(=O)C[C@H](N2CCCC2)[C@@H](COCc2ccccc2)N1	-2%	0	0%	3%	0.0	-7%	-12%	-15%	-28%
Cc1ccc(NC(=O)c2cc([N+](=O)[O-])ccc2N2CCOCC2)cc1S(=O)(=O)N1CCOCC1	x	-2	-2%	4%	8.1	-34%	0%	1%	-3%
COc1ccc(C)cc1-n1c(=O)c2ccccc2c2ccccc2c1=O	-4%	2	0%	8%	-1.4	u	-5%	-17%	u
CN1CCN(C(=S)C(=O)Nc2ccccc2)CC1	5%	-8	2%	1%	-4.0	0%	7%	u	-8%
COCCCNc1nc2nonc2nc1N1CCC(C(C)N2CCOCC2)CC1 (stereo unspecified)	9%	1	u	10%	2.3	-7%	5%	-3%	7%
COc1ccc(Nc2nc(N3CCCCC3)nc(N3CCCCC3)n2)c(OC)c1	14%	x	-16%	-6%	-1.8	0%	-8%	-2%	20%
COC(=O)CCCCCCCCC(O)CN(C)C (stereo unspecified)	-2%	-20	2%	2%	-2.2	1%	7%	27µM*	0%
O=c1cc(-c2ccccc2)[nH]c2cc(Cl)ccc12	-4%	1	-2%	13%	0.6	-12%[57.1 µM]	-8%	-4%	-1%
Cc1cc(NC(=O)CSc2ccc(-c3nc4cc(C)c(C)cc4[nH]3)cn2)no1	u	x	-7%	-19%	-1.3	-22%	0%	-22%	0%
CCc1c(C)[nH]c2c1C(=O)C(CN1CCOCC1)CC2 (stereo unspecified)	-26%	1	0%&-1%	-2%	0.8	4%	7%	-5%	-7%
CC(C)(C)NC(=O)CSc1nnc(-c2c[nH]c3ccccc23)o1	-7%	-1	2%	12%	-0.1	-8%	9%	-3%	-13%
O=C(COC(=O)c1ccccc1C(=O)c1ccccc1)c1ccco1	17%	x	-3%	8%	-3.7	-5%	6%	-1%	5%
Cc1cc(=O)oc2cc(OCC(=O)OCC(=O)NC3CC3)ccc12	-5%	10	3%	-1%	2.4	-6%	-5%	-2%	-7%
Cc1ccc2nc(/C(C#N)=C/c3ccccc3C(=O)O)[nH]c2c1	21%	-4	3%	-7%	1.1	-17%	-3%	-1%	-9%
Cc1cc(NC(=O)c2cc(S(=O)(=O)N3CCCCC3)ccc2C)no1	28%	-54*	8%[1.84 µM]	-5%	0.3	-25%	-6%	-10%	13%

One compound at a time, from the list above:
Cc1ccc2nc(/C(C#N)=C/c3ccccc3C(=O)O)[nH]c2c1 as listed: FUS yeast rescue = 21%; PI5P4K alpha inh = -4; aSyn yeast inh = 3%; EPAC1 agonist = -7%; IL2 activator = 1.1; WRN inhibitor = -17%; Abeta yeast res = -3%; PLK1 PBD block = -1%; EPAC1 antagonist = -9%
O=c1cc(-c2ccccc2)[nH]c2cc(Cl)ccc12 as listed: FUS yeast rescue = -4%; PI5P4K alpha inh = 1; aSyn yeast inh = -2%; EPAC1 agonist = 13%; IL2 activator = 0.6; WRN inhibitor = -12%[57.1 µM]; Abeta yeast res = -8%; PLK1 PBD block = -4%; EPAC1 antagonist = -1%

Further entries
SMILES	FUS yeast rescue	PI5P4K alpha inh	aSyn yeast inh	EPAC1 agonist	IL2 activator	WRN inhibitor	Abeta yeast res	PLK1 PBD block	EPAC1 antagonist
COc1cccc(NC(=O)[C@H](C)NC(=O)C2CCN(S(=O)(=O)c3ccc(C)cc3)CC2)c1	4%	2	1%	-6%	0.2	1%	1%	6%	-22%
CCN(CCO)Cc1csc2cc(C)ccc12	8%	4	2%	-6%	-2.2	2%	-7%	-2%	16%
CCc1c(-c2ccccc2)ncn1Cc1cccc(-c2ccccc2)c1	25%	-11	-32%[inhibitor]	5%	-0.6	-4%	20%	-2%	0%
COc1ccc(C(=O)OCC(=O)Nc2cc(C)on2)cc1F	-20%	7	-1%	-14%	-0.2	8%	-5%	3%	16%
CC1(C)N=C(N)N=C(N)N1c1ccc(F)cc1F	-2%	-4	-6%	5%	1.0	1%	5%	-1%	4%
